Screens (PubChem BioAssay)
IL2 activator: qHTS of IL-2 Activators | IL-2 activation reporter assay, cell-based qHTS; stimulated with anti-CD3/CD4/CD28 beads; in transgenic mouse T cells | activation, % (series mostly up to about 46 µM) | hit rate 0.065% among 360,000; in the data active means activation above about 50%; inconclusive means mostly about 30% to 49%; further: 0% is about no effect
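First, unstimulated transgenic mouse T cells were exposed to compound for 60 min. Next, anti-CD3/anti-CD4-coated beads with anti-CD28 were added. Finally, after 18 h at 37 degrees C, EGFP and DsRed were imaged.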
PTHR1 agonist: qHTS for PTHR1 Agonists: Primary Screen. HEK293 GP2 PTHR1 cells, GloSensor cAMP luminescence, 1 h. Potency, µM (highest dose often 115 µM), for inactives: at the top dose activation, usual class: activators. hit rate 0.075% among 410,000; further: potency means the concentration at half of the fitted maximal effect; nearly all actives have a fitted effect of over 55% in size; some results filed as inactive show a strong effect at the top dose; inactives centre near -15; many of its hits are not listed in these tables
Target sequence (Q03431 whole entry, looked up): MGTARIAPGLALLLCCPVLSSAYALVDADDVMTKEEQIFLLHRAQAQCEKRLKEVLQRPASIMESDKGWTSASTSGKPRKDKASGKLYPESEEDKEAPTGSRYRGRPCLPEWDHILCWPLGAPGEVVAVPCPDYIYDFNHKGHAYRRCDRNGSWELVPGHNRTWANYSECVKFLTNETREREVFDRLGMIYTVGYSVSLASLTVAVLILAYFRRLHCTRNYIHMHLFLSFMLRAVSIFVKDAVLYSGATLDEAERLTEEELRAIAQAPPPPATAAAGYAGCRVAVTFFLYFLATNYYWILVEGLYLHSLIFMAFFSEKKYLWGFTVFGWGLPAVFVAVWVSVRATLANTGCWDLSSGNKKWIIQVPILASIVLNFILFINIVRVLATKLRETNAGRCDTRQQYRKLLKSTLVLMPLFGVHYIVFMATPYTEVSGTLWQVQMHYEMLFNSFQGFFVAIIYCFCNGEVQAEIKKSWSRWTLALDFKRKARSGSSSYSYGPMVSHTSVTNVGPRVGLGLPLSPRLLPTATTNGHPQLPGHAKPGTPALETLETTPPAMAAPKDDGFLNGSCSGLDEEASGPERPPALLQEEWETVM
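HEK-293-derived GP2 cells expressing PTHR1 and a GloSensor cAMP reporter, 3,000/well, plated overnight, given luciferin plus IBMX (each 0.5 mM as added) for 1 h at 37 °C, then compound for 1 h at 37 °C. Luminescence was read after 15 min at room temperature.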
PI5P4Ka inh: qHTS for Inhibitors of phosphatidylinositol 5-phosphate 4-kinase (PI5P4K); Phosphatidylinositol 5-phosphate 4-kinase type-2 alpha (Homo sapiens), P48426; PI5P4Kalpha enzyme, ADP-Glo luminescence, 60 min; active compounds read low; max response, %; hit rate 1.2% among 330,000; AID 652105, 2013; active means max response of -50% or lower; inconclusive means between -30% and -50%; inactive means -30% or higher; further: value at the top dose of about 77 µM; on the % scale 0 is the no-effect control and ±100 the full control effect
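ADP-Glo luminescence end-point after a 60 min room-temperature kinase reaction. PI5P4Kalpha and substrate in HEPES pH 7.4 buffer with EGTA, 0.1% CHAPS and 5% DMSO; ATP at 5 microM final.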
GLP-1R inv ag: qHTS of GLP-1 Receptor Inverse Agonists (Inhibition Mode) | Potency, µM (top dose mostly 38.3 µM), without a hit: at the top dose activity change, negative = inhibition, hits mostly inhibitors | hit rate 1.6% among 410,000 | Glucagon-like peptide 1 receptor (Homo sapiens), P43220 | HEK293 GLP-1R CRE-luciferase, luminescence, 24 h; GLP-1R form is constitutively active; further: potency means the concentration at half of the fitted maximal effect; on the % scale 0 is the no-effect control and ±100 the full control effect; nearly all actives have a fitted effect of over 55% in size
Target sequence (P43220 whole entry, looked up): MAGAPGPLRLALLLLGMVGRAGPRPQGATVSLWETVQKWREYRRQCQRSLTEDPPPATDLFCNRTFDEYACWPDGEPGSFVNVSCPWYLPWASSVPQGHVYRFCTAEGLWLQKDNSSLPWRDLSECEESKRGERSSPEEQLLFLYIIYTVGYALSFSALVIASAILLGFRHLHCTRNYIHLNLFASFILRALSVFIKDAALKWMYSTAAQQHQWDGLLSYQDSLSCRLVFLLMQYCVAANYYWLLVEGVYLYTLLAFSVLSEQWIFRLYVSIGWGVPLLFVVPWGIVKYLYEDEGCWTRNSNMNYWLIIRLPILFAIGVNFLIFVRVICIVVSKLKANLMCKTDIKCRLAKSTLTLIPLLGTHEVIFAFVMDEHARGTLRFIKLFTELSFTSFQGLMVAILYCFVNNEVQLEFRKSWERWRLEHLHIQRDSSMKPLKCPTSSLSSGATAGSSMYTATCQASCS
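Using stably transfected HEK293 (constitutively active GLP-1R, cAMP-luciferase reporter), compounds were incubated 24 hr and luciferase measured by luminescence.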
HEK293 tox: qHTS of GLP-1 Receptor Inverse Agonists: Cytotox Screen; HEK293 cAMP-luciferase reporter cells, luminescence, 24 h; Potency, µM (doses to about 38.3 µM), without a hit: at the highest dose activity change, negative = inhibition, hits mostly inhibitors; hit rate 0.13% among 410,000; AID 624418, 2012;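 further: loss of luciferase light is scored as toxicity; potency means the concentration at half of the fitted maximal effect; on the % scale 0 is the no-effect control and ±100 the full control effect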
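Luminescence readout: signal drop marks cytotoxicity. Plated cells grew 12 h at 37 °C, 5% CO2, received 23 nL compound for 24 h, then got luciferase reagent, read after 12 min at RT.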
EPAC1 agonist: qHTS for Agonist of cAMP-regulated guanine nucleotide exchange factor 3 (EPAC1): primary screen. Rap guanine nucleotide exchange factor 3 (Homo sapiens), O95398. EPAC1 agonist qHTS, biochemical assay; response scale: 100% = response to 6.5 mM cAMP. Potency, µM (series often up to 154 µM), without a hit: at the highest dose activation, usual class: activators. hit rate 0.073% among 360,000. AID 720707, 2013; further: potency means the concentration at half of the fitted maximal effect; nearly all actives have a fitted effect of over 60% in size
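Normalized to 6.5 mM cAMP, activity reflects EPAC1-catalysed release of BODIPY-GDP from Rap1B, followed kinetically over 30 min at 480 nm excitation, 540 nm emission. Reaction contained 100 nM EPAC1, 250 nM Rap1B-BODIPY-GDP, 50 uM GDP.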
EPAC1 antag: qHTS for Antagonist of cAMP-regulated guanine nucleotide exchange factor 3 (EPAC1): primary screen; hit rate 0.14% among 360,000; Potency, µM (titrated, usually from 115 µM), inactives show at the top dose activity change, negative = inhibition, actives largely listed as inhibitors; AID 720709, 2013; Rap guanine nucleotide exchange factor 3 (Homo sapiens), O95398; EPAC1 GEF assay, Rap1b-BODIPY-GDP exchange fluorescence;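 further: potency means the concentration at half of the fitted maximal effect; plate controls were vehicle for no effect and positive control for full effect; nearly all actives have a fitted effect of over 50% in size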
GLP1R ag: qHTS of GLP-1 Receptor Agonists; Glucagon-like peptide 1 receptor (Homo sapiens), P43220; HEK293 GLP-1R CRE-luciferase, luminescence, 4-6 h; cells express a hypersensitive GLP-1R form; Potency, µM (series often up to 45.6 µM), inactives show top-dose activation, hits mostly activators; hit rate 0.007% among 380,000; further: potency means the concentration at half of the fitted maximal effect; % of control where 0% means no effect
PLK1 PBD inh: qHTS for Inhibitors of PLK1-PDB (polo-like kinase 1 - polo-box domain): Primary Screen. Plk1 PBD binding of FITC phosphopeptide, fluorescence polarization. Potency, µM, inactives show max response, negative = inhibition, actives largely listed as inhibitors. hit rate 2.8% among 360,000. AID 720504, 2013; further: potency means the concentration at half of the fitted maximal effect; series mostly up to about 57 µM; on the % scale 0 is the no-effect control and ±100 the full control effect; nearly all actives have a fitted effect of over 65% in size
* hit, by the source's call; i = inactive; ? = inconclusive; · = not tested or not shown; & = joins results of further samples; [ ] = remark or other dose. Unless noted, the call rests on the fitted dose curve; in most records, active means well fitted curve in the direction sought with a large enough effect; inconclusive means small, poorly fitted or top-dose-only effect, or another doubt; inactive means no such curve, though single readings can be large; an effect the other way counts as inactive or inconclusive.

Preview:
Below each compound – IL2 activator | PTHR1 agonist | PI5P4Ka inh | GLP-1R inv ag | HEK293 tox | EPAC1 agonist | EPAC1 antag | GLP1R ag | PLK1 PBD inh
- COCCNc1nc(=S)[nH]c2cc(OC)c(OC)cc12
→ -1.6 | i | 0 | 11% | 0% | 4% | ? | 1% | -12%
- O=c1c2ccccc2nc(SCc2nnc(-c3ccccc3)o2)n1-c1ccccc1
→ -1.1 | -11%[57.5 µM] | · | 7% | -8% | 6% | 0% | 0% | -6%
- CC1CCN(S(=O)(=O)c2ccc3c(c2)N(CC(=O)N(C)Cc2ccco2)C(=O)CO3)CC1
→ 0.0 | -22% | 4 | -16% | -11% | -16% | -2% | 12% | 4%
- Cc1cc(C)c(C(=O)CN2C(=O)C(=O)N(C3CCCC3)C2=O)cc1C
→ 0.5 | -5% | 8 | 20% | 7% | 5% | -4% | 9% | -4%
- CSCCC(=O)NC1CCCN(CCc2ccccc2)C1 (stereo not given)
→ -0.5 | -4% | -2 | 6% | -1% | 0% | 8% | -10% | -3%
- CCN1C(=O)C(CC(=O)Nc2ccc(F)cc2)N(Cc2ccco2)C1=S (stereo not given)
→ 0.1 | -1% | -12 | 6%[7.66 µM] | -6%[7.66 µM] | 3% | -19% | 0% | -2%
- S=c1[nH]nc(-c2cccc3ccccc23)n1-c1cccnc1
→ 1.3 | i | -2 | 9% | -7% | 4% | -17% | 0% | -10%

The listing (from the top)
Below each compound – IL2 activator | PTHR1 agonist | PI5P4Ka inh | GLP-1R inv ag | HEK293 tox | EPAC1 agonist | EPAC1 antag | GLP1R ag | PLK1 PBD inh
- COCCNc1nc(=S)[nH]c2cc(OC)c(OC)cc12
→ -1.6 | i | 0 | 11% | 0% | 4% | ? | 1% | -12%
- O=c1c2ccccc2nc(SCc2nnc(-c3ccccc3)o2)n1-c1ccccc1
→ -1.1 | -11%[57.5 µM] | · | 7% | -8% | 6% | 0% | 0% | -6%
- CC1CCN(S(=O)(=O)c2ccc3c(c2)N(CC(=O)N(C)Cc2ccco2)C(=O)CO3)CC1
→ 0.0 | -22% | 4 | -16% | -11% | -16% | -2% | 12% | 4%
- Cc1cc(C)c(C(=O)CN2C(=O)C(=O)N(C3CCCC3)C2=O)cc1C
→ 0.5 | -5% | 8 | 20% | 7% | 5% | -4% | 9% | -4%
- CSCCC(=O)NC1CCCN(CCc2ccccc2)C1 (stereo not given)
→ -0.5 | -4% | -2 | 6% | -1% | 0% | 8% | -10% | -3%
- CCN1C(=O)C(CC(=O)Nc2ccc(F)cc2)N(Cc2ccco2)C1=S (stereo not given)
→ 0.1 | -1% | -12 | 6%[7.66 µM] | -6%[7.66 µM] | 3% | -19% | 0% | -2%
- S=c1[nH]nc(-c2cccc3ccccc23)n1-c1cccnc1
→ 1.3 | i | -2 | 9% | -7% | 4% | -17% | 0% | -10%
- Cc1ccc(C(C)C)c(OCC(=O)NNC(=O)Nc2ccccc2)c1
→ -0.7 | -12% | -5 | ? | 0% | -8% | -14% | 6% | -11%
- O=C(C1CCCCC1)N1CCc2[nH]c3ccc(F)cc3c2C1
→ 0.1 | -9% | 17 | -21% | -4% | 16% | -22% | 10% | -5%
- Cc1cc(C)[n+]2[nH]c(N)c(N=Nc3ccccc3)c2n1
→ -0.5 | -3% | -2 | 41%[activator] | · | -2% | 2% | 16% | -3%
- Cc1ccnc(NC(=O)c2ccc(S(=O)(=O)N3CCCCC3)cc2)c1
→ 0.5 | -13% | 2 | -6% | -1% | 3% | 3% | 1% | 1%
- Cc1nc2c(C(=O)N3CCCC3)cnn2c(C)c1Cc1c(F)cccc1Cl
→ -1.0 | i | · | 0% | 6% | 10% | 5% | 0% | -7%
- Cc1sc2nc(CSCC(=O)Nc3ccccc3C#N)[nH]c(=O)c2c1C
→ -2.0 | i | -21 | -1% | 2% | -9% | -18% | -2% | ?
- CCOC(=O)c1c(C)[nH]c(C(=O)OCc2ccc(F)cc2)c1C
→ -2.9 | i | 6 | 7% | -11% | -6% | -20% | 19% | -4%
- Cc1ccc(C)c(S(=O)(=O)Nc2ccc(C(N)=O)cc2)c1
→ 0.7 | -8% | 1 | 11% | -1% | 5% | -12% | 4% | -12%
- Cc1c(Cl)cccc1NC(=O)C1Cc2ccccc2CN1C(=O)c1ccccc1 (stereo not given)
→ -0.7 | i | -6 | ? | -24% | 8% | -13% | -3% | -6%
- O=C(Cc1ccc(S(=O)(=O)N2CCOCC2)s1)NCCC(c1ccccc1)c1ccccc1
→ -1.0 | i | ? | ? | -14% | 8% | -20% | -4% | 3%
- CC1C(=O)CC(c2ccc([N+](=O)[O-])cc2)NC1c1ccc([N+](=O)[O-])cc1 (stereo not given)
→ -0.4 | i | -8 | 8.9µM* | -5% | 10% | -2% | 1% | -5%
- CCc1ccc2[nH]c(=O)c(CN(Cc3ccco3)S(=O)(=O)c3ccc4c(c3)OCCO4)cc2c1
→ -1.0 | i | · | 8% | 3% | 13% | -19% | -10% | -2%
- COc1ccccc1NC(=S)N(Cc1ccccc1)Cc1ccccn1
→ -5.4 | i | -3 | ? | ? | 6% | -5% | 14% | 4%
- CC1(C)CC(=O)C2=C(C1)OC(N)=C(C#N)C21C(=O)N(CN2CCOCC2)c2ccccc21 (stereo not given)
→ -0.1 | -11%[57.5 µM] | 0 | 0% | -2% | 1% | -5% | 14% | -3%
- O=c1oc2cc(O)ccc2s1
→ -0.6 | -13% | 3 | -6% | -4% | -6% | -13% | 11%&1% | -19%
- COc1ccc(-c2cc(C(=O)N3CC4(C)CC3CC(C)(C)C4)no2)cc1OC (stereo not given)
→ -0.2 | -28% | 26 | ? | -5% | 7% | 6% | -2% | 3%
- CC(C)NC(=O)COc1nncc2ccccc12
→ 2.0 | i | 10 | 11% | 1% | -2% | -9% | 0% | -1%
- CCN(CC)C(=O)CC(c1ccc2c(c1)OCO2)c1c(OC)cc(OC)c2c(-c3ccccc3)cc(=O)oc12 (stereo not given)
→ 0.0 | i | -3 | ? | -23% | 5% | -9% | 25% | 3%
- COc1ccc(C/C(C)=N/NC(=S)Nc2ccccc2)cc1
→ -0.5 | -16% | -17 | ? | ? | -8% | -2% | -3% | ?
- O=C(N1CCOCC1)C12CCC3CC(CC(C3)C1)C2
→ 0.0 | i | -4 | 0% | -15% | 1% | -4% | -15% | -4%
- COc1cc([N+](=O)[O-])cc(/C=N/NC(=O)C(C)Nc2ccccc2C)c1O (stereo not given)
→ 0.3 | i | -17 | ? | ? | -2% | -1% | -37%[inhibitor] | 1%
- Cc1ccc(C(=O)NCc2ccc(Cl)cc2)o1
→ 0.4 | i | 1 | 0% | 3% | 3% | -1% | -1% | -2%
- COc1ccccc1N1CCN(C(=O)c2ccc(S(=O)(=O)N3CCCC3)cc2)CC1
→ -0.3 | -6%[57.5 µM] | -5 | 1% | -3% | -5% | 1% | 3% | -4%
- Cc1ccc(NC(=O)CN2CCCC2c2cccs2)cc1S(=O)(=O)N1CCCCC1 (stereo not given)
→ 0.3 | -41%[inhibitor] | 9 | 4.5µM* | 0% | 18% | -22% | 7% | 1%
- CCOC(=O)N1CCN(c2nc(-c3ccccc3)c3cc(C)ccc3n2)CC1
→ -0.1 | -2% | 20 | 7% | 56%[activator] | 7% | -2% | 8% | 3%
- CCc1ccc(OS(=O)(=O)c2cn(C)c(=O)n(C)c2=O)cc1
→ 0.7 | -14% | 0 | -8%[7.66 µM] | 5%[7.66 µM] | -9% | 2% | 2% | 5%
- COc1cccc(CN2c3ccccc3-c3nc(SCC(=O)Nc4ccccc4Cl)ncc3S2(=O)=O)c1
→ · | i | · | -34% | 1% | · | · | 1% | ·
- CCN(CC)CCC(O)(c1ccc2c(c1)OCO2)c1cc(OC)c(OC)c(OC)c1 (stereo not given)
→ 0.1 | i | -7 | ? | -15% | 3% | 15% | 16% | 2%
- CCCCC(CCC(=O)Nc1nccs1)C(=O)O (stereo not given)
→ 2.3 | i | 9 | 7% | 12% | -3% | 3% | -9% | -1%
- O=c1c(C(c2ccc(Br)cc2)c2c(O)nc3n(c2=O)CCS3)c(O)nc2n1CCS2
→ 0.5 | -5% | -21 | -37% | 1% | -5% | -10% | 0% | 15µM*
- CCC(COC(C)=O)Nc1nc2c([nH]1)c(=O)n(C)c(=O)n2C (stereo not given)
→ -0.4 | i | 0 | 4% | -11% | 3% | 9% | -3% | 3%
- Cc1ccc(S(=O)(=O)N2CCN(C(=O)CC(C)n3nc(C)c(Cl)c3C)CC2)cc1C (stereo not given)
→ -0.7 | -24% | 5 | ? | 0% | -5% | 23% | -3% | -3%
- CCN(C(=O)C(C)N1C(=O)/C(=C/c2cccs2)SC1=S)C1CCS(=O)(=O)C1 (stereo not given)
→ 0.3 | -22% | -13 | ? | ? | -6% | -12% | 0% | -22%
- COc1ccc(NC2c3ccccc3C(=O)N2Cc2ccc3c(c2)OCO3)cc1 (stereo not given)
→ -2.1 | -8% | -2 | 32%[activator] | 1% | 12% | -11% | 18% | -14%

This is a subset; count on the stated rates, not on these rows.
